L major viab: inhibitors of Leishmania major promastigote growth; inhibition, % at 10 µM; AID 1063; 200,000 tested, 9% active; Leishmania major promastigotes, resazurin fluorescence viability; in the data active means inhibition above about 50%;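 further: promastigotes grown with compound for 44 hours at 28 °C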
DTT redox prof: compounds producing H2O2 with reducing agent – biochemical, NIH compound library profiling, artefact control for MLSCN library redox annotation, primary screen | DTT-dependent redox cycling H2O2, phenol red/HRP absorbance; 100% = 100 µM peroxide control, 0% = buffer | activation, % at 10 µM | 200,000 tested, 0.03% active | AID 878;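 active means activation of at least 50% relative to the plate's high and low controls in the primary single-dose screen; inactive means activation below 50%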;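 further: compound incubated with DTT at 0.8 mM final as the reducing agent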
S1P3 antagonist: blocks the human S1P3 receptor; inhibition, % at 4.98 µM; Q99500; CHO S1P3 NFAT-BLA reporter, FRET fluorescence, antagonist mode; 170,000 tested, 0.27% active;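 active means inhibition above the plate cutoff, the mean inhibition of test wells on that plate plus 3 SD, cut at about 28% in these data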;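 further: cells challenged with S1P at its EC80 of 0.8 µM; blue over green emission ratio from cleaved BLA substrate after 4 h stimulation; 0% = S1P-stimulated wells and 100% = unstimulated DMSO-only wells; some compounds past the cut are filed as inactive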
bIAP inh: intestinal alkaline phosphatase (bovine) inhibition. 190,000 tested, under 10 active. AID 1019. purified bovine IAP, CDP-star luminescence, 30 min. inhibition, % at 20 µM;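 active means over 50% inhibition of intestinal alkaline phosphatase at 20 µM in the single-dose screen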
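Incubation: 30 min reaction at room temperature / Material: purified bovine intestinal alkaline phosphatase (IAP) enzyme / Input: enzyme at 1/65,000,000 dilution / Dosing: 20 µM single dose / Signal: CDP-star luminescence signal / Reagent: CDP-star chemiluminescent phosphatase substrate, 30 µM final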
PPARg SRC-1 ag: agonists of human PPARgamma SRC-1 coactivator recruitment. P37231. 200,000 tested, 0.41% active. activation, % at 8 µM. PPARgamma-SRC-1 coactivator recruitment biochemical assay; in the data active means activation above about 19%;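 further: 0% = DMSO and 100% = reference agonist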
Target sequence (P37231 whole entry, looked up): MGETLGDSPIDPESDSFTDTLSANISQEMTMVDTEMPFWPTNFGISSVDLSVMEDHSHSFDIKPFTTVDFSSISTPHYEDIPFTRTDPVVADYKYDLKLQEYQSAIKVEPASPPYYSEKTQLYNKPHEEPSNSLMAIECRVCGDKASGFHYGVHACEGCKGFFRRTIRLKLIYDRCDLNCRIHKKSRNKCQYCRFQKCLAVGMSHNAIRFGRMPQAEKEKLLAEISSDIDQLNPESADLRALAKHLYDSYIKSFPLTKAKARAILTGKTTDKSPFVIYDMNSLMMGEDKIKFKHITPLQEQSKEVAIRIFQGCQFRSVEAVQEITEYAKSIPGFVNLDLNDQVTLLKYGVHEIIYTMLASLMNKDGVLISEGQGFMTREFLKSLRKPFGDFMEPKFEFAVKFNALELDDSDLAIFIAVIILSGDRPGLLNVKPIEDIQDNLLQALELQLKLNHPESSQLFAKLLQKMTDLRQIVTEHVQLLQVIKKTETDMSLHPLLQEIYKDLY
ROMK mod: modulators of human ROMK potassium channel. P48048. Tet-inducible ROMK, thallium flux fluorescence; actives lie on both sides. B-score at 10 µM. 130,000 tested, 2% active. AID 1918;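 active means signal ratio slope over the read window, or its plate-corrected B-score, at least 3 SD from the plate mean, either direction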;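 further: B-score of the F/F0 ratio slope over 7 to 12 s after thallium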
PPARg SRC3 recr: promotes SRC-3 coactivator recruitment by human PPARgamma | P37231 | biochemical PPARgamma/SRC-3 coactivator recruitment assay | activation, % at 8 µM | 200,000 tested, 0.26% active | AID 731; in the data active means activation above about 23%;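 further: 0% = DMSO and 100% = reference agonist; some compounds past the cut are filed as inactive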
SRC2 TRFRET art: TR-FRET artefact, counter-screen to PPARgamma/SRC-2 agonist assay. stronger effect = higher value. TR-FRET ratio at 8 µM. 200,000 tested, 0.4% active. AID 1049; in the data active means TR-FRET ratio above about 2000; further: inactives centre near 1500; reference of the scale not given here
RAM network inh: blocks the yeast RAM network; AID 868; S. cerevisiae dse1pr::URA3 reporter, 5-FOA growth OD615, 2 d; analog-sensitive cbk1-as2 kinase mutant strain; 190,000 tested, 1.8% active; inhibition, % at 50 µM;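 active means inhibition above a set limit, 3 SD over mean compound inhibition, cut at about 8.4% in these data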;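 further: 0% = DMSO-only wells with no growth and 100% = 10 µM 1-NA-PP1 full growth; inhibition rescues growth on 5-FOA so higher OD means more RAM inhibition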
PPARg SRC-2 ag: promotes SRC-2 coactivator recruitment by human PPARgamma. P37231. PPARgamma LBD-SRC-2 recruitment, biochemical. activation, % at 8 µM. 200,000 tested, 0.34% active; in the data active means activation above about 22%;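 further: 0% = vehicle and 100% = reference agonist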
HMGR II inh: E. faecalis class II HMG-CoA reductase inhibition | inhibition, % at 10 µM | AID 1066 | purified E. faecalis HMGR, NADPH absorbance 340 nm kinetic | 190,000 tested, 0.41% active;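 active means inhibition above a set limit, the median over all tested compounds plus 3 SD, cut at about 9.5% in these data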;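 further: enzyme runs in reverse so mevalonate oxidation gives rising NADPH absorbance; 0% = complete reaction with DMSO and 100% = background rate lacking mevalonate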
* marks the source's active call; other numbers are inactive results; x = no result given.

SMILES | L major viab | DTT redox prof | S1P3 antagonist | bIAP inh | PPARg SRC-1 ag | ROMK mod | PPARg SRC3 recr | SRC2 TRFRET art | RAM network inh | PPARg SRC-2 ag | HMGR II inh
CCOC(=O)c1c(N)n(CCOC(=O)c2cccs2)c2nc3ccccc3nc12 | 60* | 0.7 | -11 | -16 | -3 | -0.97 | 8 | 1467 | 2.4 | 1 | 5
COC(=O)c1ccc(COC(=O)C(CCS(C)(=O)=O)N2C(=O)c3ccccc3C2=O)cc1 (centres undefined) | -4 | 0.2 | -5 | -6 | 4 | x | 5 | 1628 | 1.5 | 13 | -7
Cc1nc2cc(N)ccc2n1C1CCCCC1 | -3 | -0.6 | -3 | -8 | 8 | 0.34 | 7 | 1493 | 0.0 | 6 | -4
CCOC(=O)c1cc(NC(=O)COC)ccc1O | -3 | -0.4 | 5 | -6 | 10 | -0.76 | 3 | 1695 | 1.0 | -5 | -7
CN1CCN(C(=O)c2cc3nc(-c4ccccc4)cc(C(F)(F)F)n3n2)CC1 | -3 | 4.2 | -5 | -14 | 3 | x | -4 | 1393 | 1.1 | -5 | -2
Cc1ccc(SCc2[nH]nc3c2C2(C(=O)Nc4ccc([N+](=O)[O-])cc42)C(C#N)=C(N)O3)cc1 (centres undefined) | -2 | 1.8 | x | -7 | 0 | x | 10 | 1503 | 5.8 | 7 | -2
CN(C)C(CNC(=S)Nc1ccc(F)cc1)c1cccnc1 (centres undefined) | -3 | 0.3 | 0 | -13 | 13 | -0.27 | 4 | 1781 | 1.9 | 5 | -7
CCn1c(CSCc2ccccc2)n[nH]c1=S | 3 | -0.3 | -10 | 2 | -6 | -1 | 1 | 1596 | 0.4 | -4 | 2
C#CCn1c(=NC(=O)CSC(C)=O)sc2cc(F)ccc21 | -4 | -0.2 | -15 | 13 | 5 | x | 0 | 1471 | 4.1 | 5 | -1
O=C(CSc1ccc(Cl)cc1)NCC1CCCO1 (centres undefined) | -1 | -0.2 | x | 2 | -1 | 0.19 | 15 | 1612 | 0.6 | 4 | 1
CCCC(=O)Nc1nc(-c2ccc(OC)cc2)cs1 | 6 | 15 | x | 17 | 1 | x | -16 | 1441 | -0.1 | 0 | -5
CCN(CC)S(=O)(=O)c1cccc(NC(=O)COC(=O)C2CC3C=CC2C3)c1 (centres undefined) | 2 | -0.2 | -17 | 4 | 3 | 0.27 | 1 | 1693 | 6.9 | 3 | -4
Cc1cccn2cc(CNC(=O)c3ccc(Br)o3)nc12 | -3 | -0.5 | -11 | -3 | 7 | x | 8 | 1642 | -0.6 | 18 | -8
CC1Cc2ccccc2N1C(=O)CN1C(=O)COc2ccccc21 (centres undefined) | -2 | 2.0 | x | -1 | 3 | x | -4 | 1512 | 3.0 | 5 | -2
CC(C)(C)NC(=O)COC(=O)c1cncc(Br)c1 | -3 | -2.7 | x | -1 | -1 | x | -14 | 1373 | 0.4 | -4 | -5

11 structures out of the list, arranged by heavy-atom count, smallest number first.
SMILES | L major viab | DTT redox prof | S1P3 antagonist | bIAP inh | PPARg SRC-1 ag | ROMK mod | PPARg SRC3 recr | SRC2 TRFRET art | RAM network inh | PPARg SRC-2 ag | HMGR II inh
CCn1c(CSCc2ccccc2)n[nH]c1=S | 3 | -0.3 | -10 | 2 | -6 | -1 | 1 | 1596 | 0.4 | -4 | 2
O=C(CSc1ccc(Cl)cc1)NCC1CCCO1 (centres undefined) | -1 | -0.2 | x | 2 | -1 | 0.19 | 15 | 1612 | 0.6 | 4 | 1
CCCC(=O)Nc1nc(-c2ccc(OC)cc2)cs1 | 6 | 15 | x | 17 | 1 | x | -16 | 1441 | -0.1 | 0 | -5
Cc1cccn2cc(CNC(=O)c3ccc(Br)o3)nc12 | -3 | -0.5 | -11 | -3 | 7 | x | 8 | 1642 | -0.6 | 18 | -8
C#CCn1c(=NC(=O)CSC(C)=O)sc2cc(F)ccc21 | -4 | -0.2 | -15 | 13 | 5 | x | 0 | 1471 | 4.1 | 5 | -1
CN(C)C(CNC(=S)Nc1ccc(F)cc1)c1cccnc1 (centres undefined) | -3 | 0.3 | 0 | -13 | 13 | -0.27 | 4 | 1781 | 1.9 | 5 | -7
CC1Cc2ccccc2N1C(=O)CN1C(=O)COc2ccccc21 (centres undefined) | -2 | 2.0 | x | -1 | 3 | x | -4 | 1512 | 3.0 | 5 | -2
CN1CCN(C(=O)c2cc3nc(-c4ccccc4)cc(C(F)(F)F)n3n2)CC1 | -3 | 4.2 | -5 | -14 | 3 | x | -4 | 1393 | 1.1 | -5 | -2
CCOC(=O)c1c(N)n(CCOC(=O)c2cccs2)c2nc3ccccc3nc12 | 60* | 0.7 | -11 | -16 | -3 | -0.97 | 8 | 1467 | 2.4 | 1 | 5
COC(=O)c1ccc(COC(=O)C(CCS(C)(=O)=O)N2C(=O)c3ccccc3C2=O)cc1 (centres undefined) | -4 | 0.2 | -5 | -6 | 4 | x | 5 | 1628 | 1.5 | 13 | -7
Cc1ccc(SCc2[nH]nc3c2C2(C(=O)Nc4ccc([N+](=O)[O-])cc42)C(C#N)=C(N)O3)cc1 (centres undefined) | -2 | 1.8 | x | -7 | 0 | x | 10 | 1503 | 5.8 | 7 | -2

Carrying on:
SMILES | L major viab | DTT redox prof | S1P3 antagonist | bIAP inh | PPARg SRC-1 ag | ROMK mod | PPARg SRC3 recr | SRC2 TRFRET art | RAM network inh | PPARg SRC-2 ag | HMGR II inh
S=C(NCc1ccncc1)Nc1ccc(Cl)c(Cl)c1 | 13 | 0.2 | 19 | -17 | 0 | x | 3 | 1659 | 0.9 | -10 | -2
Cc1cc(Cl)nc(Cl)c1C(=O)NC(=O)NCCC(C)C | 1 | -1.0 | 0 | -7 | 1 | -1.1 | 5 | 1466 | -0.5 | 4 | -5
Cc1cc(C(=O)Nc2ccc(S(=O)(=O)N3CCCC3)cc2)cs1 | 73* | 0.3 | 22 | 14 | -4 | x | -2 | 1631 | 2.9 | 0 | -4
CCCNC(=O)N[C@@H](CCSC)C(=O)OC | -2 | 0.1 | x | 5 | 10 | -0.6 | 7 | 1611 | 1.4 | 8 | -1
Cc1ccccc1N(CC(=O)NC1CCCC1)C(=O)C1(C)CC(=O)N=C2C=CC=CN21 (centres undefined) | -5 | 1.9 | x | 9 | -1 | x | 18 | 1458 | -0.1 | 4 | 2
COCCCNC(=O)c1c(N)n(/N=C/c2ccccn2)c2nc3ccccc3nc12 | 19 | 0.4 | x | -8 | 6 | -0.61 | 5 | 1624 | 6.5 | 6 | -8
O=C(NNS(=O)(=O)c1ccccc1)C(O)(c1ccccc1)c1ccccc1 | 21 | -0.4 | 8 | -7 | 1 | x | 1 | 1456 | 3.2 | 0 | -1
CCC(C)NC(=O)c1cnc2n(c1=O)CCS2 (centres undefined) | -8 | 0.4 | -12 | 5 | -3 | x | 1 | 1542 | 3.0 | 0 | -6
O=C(O)CSc1ncccc1C(=O)O | 41 | -0.7 | 8 | -4 | 5 | x | 0 | 1584 | 1.6 | -4 | -4
NC(=O)c1nn(-c2ccccc2)nc1NC(=O)Cn1nnc(-c2ccccc2)n1 | -5 | -0.1 | 2 | 3 | 2 | 0.00031 | 1 | 1385 | 1.6 | -3 | 0

3 compounds out of the list above, sorted by the value under bIAP inh, smallest number first:
SMILES | bIAP inh
CCOC(=O)c1cc(NC(=O)COC)ccc1O | -6
NC(=O)c1nn(-c2ccccc2)nc1NC(=O)Cn1nnc(-c2ccccc2)n1 | 3
CCCNC(=O)N[C@@H](CCSC)C(=O)OC | 5

High-throughput results as filed in PubChem.
